# Cardiac RTF inh: cardiac RTF calcium sensitivity inhibitors, primary screen, biochemical, IANBD-TnC fluorescence, EC70 calcium | Troponin I, cardiac muscle (Homo sapiens) + Troponin T, cardiac muscle (Homo sapiens) + … | IANBD-labeled cardiac RTF, Ca2+ fluorescence | inhibition, % at 7.15 µM | hit rate 0.12% among 340,000;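 active = inhibition above the mean inhibition of all tested compounds plus 3 SD, cut at about 17% in these data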;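 also: assay run at fixed EC70 calcium of 1.6 mM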
# Keap1 Nrf2 FP: Keap1-Nrf2 protein-protein interaction inhibitors, primary screen, biochemical, fluorescence polarization, single point; Keap1 Kelch-Nrf2 peptide fluorescence polarization, 1536-well; inhibition, % at 9.4 µM; hit rate 0.15% among 340,000; Kelch-like ECH-associated protein 1 (Homo sapiens), Q14145; in the data active = inhibition above about 12%;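 also: human Keap1 Kelch domain with fluorescein labeled Nrf2 9mer peptide probe; 0% = neutral control wells and 100% = peptide positive control; higher means more block of Keap1 binding to Nrf2 peptide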
# Target sequence (Q14145 whole entry, looked up, the tested form may be a part): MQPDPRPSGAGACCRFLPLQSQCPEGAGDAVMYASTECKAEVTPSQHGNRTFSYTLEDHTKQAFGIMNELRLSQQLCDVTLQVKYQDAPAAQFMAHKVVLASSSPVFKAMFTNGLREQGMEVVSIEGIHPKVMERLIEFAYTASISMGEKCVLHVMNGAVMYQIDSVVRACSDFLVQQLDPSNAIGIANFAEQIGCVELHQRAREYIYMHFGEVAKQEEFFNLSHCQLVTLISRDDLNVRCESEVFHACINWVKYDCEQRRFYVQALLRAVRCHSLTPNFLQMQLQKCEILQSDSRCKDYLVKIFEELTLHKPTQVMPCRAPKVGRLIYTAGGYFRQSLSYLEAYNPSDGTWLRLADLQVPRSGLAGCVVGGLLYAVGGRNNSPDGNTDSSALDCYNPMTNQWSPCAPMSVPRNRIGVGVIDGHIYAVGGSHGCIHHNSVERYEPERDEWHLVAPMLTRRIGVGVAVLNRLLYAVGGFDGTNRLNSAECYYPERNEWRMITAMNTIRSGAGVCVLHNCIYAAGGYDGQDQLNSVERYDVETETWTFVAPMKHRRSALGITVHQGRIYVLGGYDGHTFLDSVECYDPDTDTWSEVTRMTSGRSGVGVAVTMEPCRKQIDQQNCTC
# Rtt109 Vps75: inhibitors of C. albicans Rtt109/Vps75 HAT, primary screen, biochemical, ThioGlo CoA-SH fluorescence, plate reader; Histone acetyltransferase RTT109 (Candida albicans (strain SC5314 / ATCC MYA-2876)), …; purified Rtt109/Vps75, 4 h; inhibition, % at 34.9 µM; hit rate 0.16% among 330,000;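 active = inhibition of at least 50% in every replicate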
# cardiac RTF act: cardiac RTF calcium sensitivity activators, primary screen, biochemical, IANBD-TnC fluorescence, EC20 calcium. IANBD-labeled TnC RTF fluorescence at EC20 calcium; 0% EC20 calcium, 100% full calcium. Troponin I, cardiac muscle (Homo sapiens) + Troponin T, cardiac muscle (Homo sapiens) + …. hit rate 0.24% among 340,000. activation, % at 7.2 µM. AID 493008, 2010;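 active = activation above the mean over all tested compounds plus 3 SD, cut at about 30% in these data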;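 also: rise in fluorescence read as greater calcium sensitivity of cardiac thin filaments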
# PfHsp90 yeast 2: growth inhibition of PfHsp90-expressing yeast, primary screen, antimalarial PfHsp90 inhibitor project, S. cerevisiae, BacTiter-Glo luminescence, single point, set 2 | BacTiter-Glo ATP, 48 h; yeast lacking PDR1 and PDR3 efflux regulators | inhibition, % at 9.4 µM | hit rate 0.32% among 310,000 | AID 504621, 2011;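 active = every replicate shows inhibition above about 80%, whatever the replicate mean, limit read from the data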;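 also: 0% = DMSO neutral controls and 100% = 20 µM radicicol positive controls; yeast relying on Plasmodium falciparum Hsp90 in place of its own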
# PvdQ acylase: P. aeruginosa PvdQ acylase inhibitors, primary screen, biochemical, fluorescence, plate reader and imaging, single point; PvdQ acylase [Pseudomonas aeruginosa LESB58]; purified PvdQ acylase; inhibition, % at 10 µM; hit rate 0.063% among 340,000; in the data active = inhibition above about 30%, passing the limit was not always enough;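 also: 0% = vehicle neutral wells and 100% = reference inhibitor wells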
# Mot1-301 SUMO: yeast Mot1-301 growth rescue at high temperature, primary screen, SUMOylation pathway inhibitor project, S. cerevisiae, ATP luminescence, 38.5C. S. cerevisiae Mot1-301 growth rescue; percent above DMSO median, 100 means doubled. growth rescue, % at 18.8 µM. hit rate 1% among 320,000;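 active = every valid replicate shows activation above 250% relative to neutral control wells; inactive = the rest, any valid replicate at or below 250%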;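 also: OY570 slx delta 5 strain wells were the positive control but not used for scaling; some compounds called inactive have numbers as strong as hits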
# CDK5 inh: inhibitors of human CDK5/p35 kinase, primary screen, biochemical, single concentration; Cyclin-dependent kinase 5 (Homo sapiens) + Cyclin-dependent kinase 5 activator 1 (Homo …; Recombinant CDK5/p35, ADP-Glo luminescence, 60 min; inhibition, % at 10 µM; hit rate 0.01% among 330,000;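 active = highest replicate inhibition of at least 50% and at least 75% of replicates reaching 50%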;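 also: plate controls were DMSO neutral control for no effect and GW8510 at 10 µM for full effect; many of its hits are not listed in these tables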
# LANA DNA inh: inhibitors of KSHV C-LANA binding to DNA, primary screen, biochemical, fluorescence polarization, FAM-LBS DNA, MBP-C-LANA, single point. Kaposi's sarcoma herpesvirus LANA C-terminal domain (residues 932-1162) DNA binding. inhibition, % at 9 µM. hit rate 0.078% among 340,000. AID 504423, 2011;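 active = highest replicate inhibition at or above 60% at 9 µM, even if other replicates fall short; inactive = all replicates below 60% inhibition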;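 also: 0% = neutral control wells and 100% = 4 µM acridine orange control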
# NSD2 inh: NSD2 histone methyltransferase inhibitors, primary screen, biochemical, AlphaScreen, single concentration, set 2. Histone-lysine N-methyltransferase NSD2 (Homo sapiens), O96028. NSD2 peptide methylation, 120 min. inhibition, % at 12.5 µM. hit rate 0.54% among 310,000; in the data active = inhibition above about 50%
# dFosB act: activators of delta FosB homodimer, primary screen, biochemical, fluorescence polarization, TAMRA-CDK5 oligo, single point. purified delta FosB; percent of positive-control signal above neutral wells. activation, % at 25 µM. Protein FosB (Mus musculus), P13346. hit rate 0.99% among 340,000. AID 493131, 2011;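 active = mean activation above about 17%, with every replicate also reaching it, limit read from the data, passing the limit was not always enough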;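 also: fluorescence polarization rise as delta FosB binds a TAMRA Cdk5 AP-1 oligo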
# Target sequence (P13346 whole entry, looked up): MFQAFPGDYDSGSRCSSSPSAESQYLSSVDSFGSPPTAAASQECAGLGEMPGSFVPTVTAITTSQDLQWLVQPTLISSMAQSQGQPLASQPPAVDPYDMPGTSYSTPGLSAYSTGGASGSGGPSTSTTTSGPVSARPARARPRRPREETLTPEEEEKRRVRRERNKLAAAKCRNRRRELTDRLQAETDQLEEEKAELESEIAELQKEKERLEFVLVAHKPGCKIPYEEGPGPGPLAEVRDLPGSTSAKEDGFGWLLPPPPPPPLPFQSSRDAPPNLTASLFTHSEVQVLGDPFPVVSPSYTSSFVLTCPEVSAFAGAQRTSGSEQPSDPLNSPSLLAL
# * = called active by the depositor; · = no result given.
no.	mol	Cardiac RTF inh	Keap1 Nrf2 FP	Rtt109 Vps75	cardiac RTF act	PfHsp90 yeast 2	PvdQ acylase
1	COC(=O)C(C)Oc1ccc(Cc2ncc(C(F)(F)F)cc2Cl)cc1 (configuration not stated)	-2	-4	6	5	-8	-10
2	CCOc1ccc(C2NC(=O)NC(C)=C2C(=O)OCc2ccccc2)cc1 (configuration not stated)	4	-5	-7	-7	0	-1
3	CCN(C(=O)CCN1C(=O)c2ccccc2C1=O)C1CCCCC1	2	0	-2	2	-19	-1
4	COC(=O)c1ccc(N2CCCCC2)c(NS(=O)(=O)c2ccc(C)cc2)c1	-3	-1	-2	-1	-3	12
5	O=C(CSc1nc2ccccc2s1)c1cc2ccccc2o1	-40	-11	-2	19	·	-6
6	CCCn1c(N)cc(=O)n(CCC)c1=O	-10	-1	-5	2	25	-12
7	CCOC(=O)N1N=C(c2ccccc2)CC1(O)C(C)(F)F (configuration not stated)	-6	-2	5	6	4	-8
8	Clc1ccc(-c2nnc(-c3ccccc3)c(-c3c[nH]c4ccccc34)n2)cc1	-1	1	-1	-1	4	-11
9	CCCn1c(=O)c2ccccc2n2c(SCC(=O)c3cc(C)n(CCOC)c3C)nnc12	-7	4	-9	2	-13	-8
10	O=S(=O)(N/N=C/c1ccc(OC2CSC2)cc1)c1ccccc1	-3	-3	7	3	-10	1
11	COc1cc(C(=O)OCC(=O)c2c(N)n(C)c(=O)n(C)c2=O)ccc1OCCC(C)C	-8	3	8	7	-5	-3
12	CCCCC(=O)NNC(=S)NC(=O)c1ccc(C)cc1	-2	-4	8	4	-14	-16
13	CCCCNC(=O)CSc1nc2ccc(C)cc2[nH]1	5	2	3	2	-22	-3
14	O=C1c2ccccc2C(Nc2ccc(Cl)cn2)N1Cc1ccccc1 (configuration not stated)	0	-3	6	5	-30	8
15	CCc1ccc(N(CC(=O)NC2CCCCC2)C(=O)CNC(=O)c2ccco2)cc1	1	-1	-7	-4	2	8

no.	Mot1-301 SUMO	CDK5 inh	LANA DNA inh	NSD2 inh	dFosB act
1	-13	-3.1	-2.6	-5	3
2	5	1.5	-1.5	-1	-8
3	-3	-0.3	0.6	4	1
4	-12	-0.9	-0.6	-1	-4
5	8	0.3	0.2	-1	5
6	792*	3.3	-1.7	0	-3
7	19	-0.7	0.3	1	-4
8	-29	2.3	-1.6	2	-2
9	·	1.5	-1.0	0	0
10	·	0.9	-1.6	0	1
11	3	1.1	-1.8	4	-6
12	22	1.3	-1.0	-11	-6
13	0	-1.0	-1.2	0	4
14	32	-0.7	-3.3	·	0
15	-10	0.9	3.2	1	-5

# A draw from above in order of heavy-atom count, descending.
no.	mol	Cardiac RTF inh	Keap1 Nrf2 FP	Rtt109 Vps75	cardiac RTF act	PfHsp90 yeast 2	PvdQ acylase
9	CCCn1c(=O)c2ccccc2n2c(SCC(=O)c3cc(C)n(CCOC)c3C)nnc12	-7	4	-9	2	-13	-8
11	COc1cc(C(=O)OCC(=O)c2c(N)n(C)c(=O)n(C)c2=O)ccc1OCCC(C)C	-8	3	8	7	-5	-3
15	CCc1ccc(N(CC(=O)NC2CCCCC2)C(=O)CNC(=O)c2ccco2)cc1	1	-1	-7	-4	2	8
8	Clc1ccc(-c2nnc(-c3ccccc3)c(-c3c[nH]c4ccccc34)n2)cc1	-1	1	-1	-1	4	-11
14	O=C1c2ccccc2C(Nc2ccc(Cl)cn2)N1Cc1ccccc1 (configuration not stated)	0	-3	6	5	-30	8
7	CCOC(=O)N1N=C(c2ccccc2)CC1(O)C(C)(F)F (configuration not stated)	-6	-2	5	6	4	-8
13	CCCCNC(=O)CSc1nc2ccc(C)cc2[nH]1	5	2	3	2	-22	-3
6	CCCn1c(N)cc(=O)n(CCC)c1=O	-10	-1	-5	2	25	-12

no.	Mot1-301 SUMO	CDK5 inh	LANA DNA inh	NSD2 inh	dFosB act
9	·	1.5	-1.0	0	0
11	3	1.1	-1.8	4	-6
15	-10	0.9	3.2	1	-5
8	-29	2.3	-1.6	2	-2
14	32	-0.7	-3.3	·	0
7	19	-0.7	0.3	1	-4
13	0	-1.0	-1.2	0	4
6	792*	3.3	-1.7	0	-3

# (cont.)
no.	mol	Cardiac RTF inh	Keap1 Nrf2 FP	Rtt109 Vps75	cardiac RTF act	PfHsp90 yeast 2	PvdQ acylase
16	CCS(=O)(=O)Nc1ccc(C2=NN(S(=O)(=O)CC)C(c3cccs3)C2)cc1 (configuration not stated)	-8	-7	-13	3	3	-7
17	Cc1ccc(S(=O)(=O)N(C)C)cc1NC(=O)CCNC(=O)c1ccccc1Cl	-6	-2	-1	-2	-5	-4
18	Cn1cccc1Cc1nnc(SCC(=O)Nc2ccccc2F)n1CCc1ccccc1	-3	-6	9	3	12	8
19	COc1ccccc1CNC(=O)COC(=O)c1ccc(C)s1	-4	-7	6	3	·	-13
20	COc1ccc(C(=O)OCC(=O)NC2CC2)cc1F	2	-2	-3	-6	·	10
21	O=C(O)/C=C/c1cccc(NS(=O)(=O)c2ccccc2)c1	-2	3	2	4	12	-1
22	CC(C)n1c(NCc2ccc(Cl)cc2)nc2ccccc21	5	-6	-1	-6	-27	-8
23	Cn1nnnc1SCC(=O)N(C1CCCCC1)C1CCS(=O)(=O)C1 (configuration not stated)	4	-3	1	4	-37	-12
24	COc1ccc(NC(=O)CCNS(=O)(=O)c2ccc(NC(C)=O)cc2)cc1Cl	2	2	-1	-5	-5	-1
25	CC(C)COc1ccc(C(=O)N2C(=O)c3ccc(N)cc3C2=O)cc1	-13	-6	-2	1	-18	-18
26	N#CC(CC(=O)c1ccc(F)cc1)c1ccc2c(c1)OCO2 (configuration not stated)	-3	-3	6	-5	-7	24
27	CCCCCCn1cc(C(=O)OCC)c(=O)c2cc(F)c(F)cc21	-2	-8	5	4	0	-14
28	N#C/C(=C\c1ccc(C(=O)O)cc1)c1nc2sc3c(c2c(=O)[nH]1)CCCC3	-31	-15	-1	7	-22	-13
29	N/C(=N\OC(=O)c1ccc(Cl)c(Cl)c1)c1cccc(CSc2ccccn2)c1	-4	-4	5	2	-4	15
30	CCCC(=O)N1CC(=O)Nc2ccc(Br)cc2C1c1ccc(F)cc1 (configuration not stated)	-9	3	2	0	-13	-15

no.	Mot1-301 SUMO	CDK5 inh	LANA DNA inh	NSD2 inh	dFosB act
16	-11	0.2	-2.1	-1	-14
17	9	0.7	-1.7	·	2
18	90	0.9	-1.7	·	1
19	-6	-1.1	0.8	-1	1
20	4	1.0	3.7	-1	-1
21	7	0.7	0.6	-2	-3
22	9	0.9	-1.2	10	-4
23	12	-1.7	1.9	-4	2
24	-14	0.6	-2.0	-2	2
25	153	0.1	1.5	8	13
26	420*	1.4	-0.2	-4	-1
27	3	1.2	-0.4	0	-10
28	·	-0.1	4.1	·	-17
29	6	0.4	0.5	15	-4
30	-5	0.3	0.5	-5	-12

# Going on with the list:
no.	mol	Cardiac RTF inh	Keap1 Nrf2 FP	Rtt109 Vps75	cardiac RTF act	PfHsp90 yeast 2	PvdQ acylase
31	Cc1ccc(S(=O)(=O)N2CCc3ccccc3C2CC(=O)O)cc1 (configuration not stated)	-2	-5	-9	-1	17	-5
32	Cc1cccc(Oc2ccc(Cl)cc2N)c1	9	-1	-1	-5	-9	-3
33	CCOC(=O)C1C(=O)NC(c2ccccc2)=NC1c1cccc(Br)c1 (configuration not stated)	8	1	-7	-5	24	-9
34	CCCOC(=O)c1cccc(NC(=O)C(C)(C)C)c1	-7	-2	14	-1	8	4
35	Fc1ccccc1C(c1nnnn1C1CCCC1)N1CCN(Cc2ccccc2)CC1 (configuration not stated)	-3	3	6	8	13	-5
36	Cc1cccc(CN2C(=O)c3ccccc3Sc3ccc(C(=O)O)cc32)c1	5	-2	13	2	-28	-14
37	CC1(C)CC(=O)C(C=NCC2CCN(C(=O)Cc3ccccc3)CC2)=C(O)C1	-1	-4	1	0	-11	-4
38	COc1ccc(CC(=O)Nc2cc(=O)n(C)c(=O)n2C)cc1OC	-9	-3	-1	5	-21	8
39	CC1CCCN(S(=O)(=O)c2ccc(C(=O)Nc3nnc(C4CC4)o3)cc2)C1 (configuration not stated)	0	-1	-2	1	·	-18
40	COc1cc(/C=C/C(=O)N2CCN(CC(O)COc3ccccc3)CC2)cc(OC)c1OC (configuration not stated)	7	-1	7	-1	6	2
41	CC(C)NC(=O)N(C)C[C@H]1Oc2ccc(NS(=O)(=O)c3ccc(F)cc3)cc2C(=O)N([C@H](C)CO)C[C@@H]1C	-4	0	9	12	-16	1
42	CN1CCN(c2ccc(Cl)cc2NC(=O)c2nn(-c3ccccc3)c(=O)c3ccccc23)CC1	-4	-2	4	-3	2	-6
43	Cc1cccc2sc(NC(=O)CCNC(=O)c3ccco3)nc12	3	-5	-2	4	31	-13

no.	Mot1-301 SUMO	CDK5 inh	LANA DNA inh	NSD2 inh	dFosB act
31	11	-2.7	0.5	·	-2
32	60	-8.8	0.0	-3	2
33	-4	-0.5	0.1	-3	-1
34	-6	1.9	-1.3	0	-14
35	9	-0.2	-0.2	0	-5
36	101	0.8	-0.1	2	-2
37	-7	1.3	0.9	-3	-17
38	-7	0.2	-0.5	-2	-8
39	6	-2.5	0.5	2	-10
40	-12	2.0	1.3	-1	1
41	-13	0.0	0.6	·	-4
42	·	-0.3	0.2	1	1
43	·	-0.1	0.9	12	-8

# Screens deposited in PubChem BioAssay by several laboratories.
